Screening results (PubChem BioAssay)
Abeta yeast res – A-beta toxicity reversal in yeast; Potency, µM (highest dose often 46.1 µM), without a hit: at the highest dose growth rescue, hits mostly activators; yeast expressing A-beta42, growth rescue, OD600, 48 h; response scale: 0% DMSO, 100% iron-clioquinol control; AID 1347071; 410,000 compounds, 0.063% hits; also: potency is read from the fitted curve at half-maximal effect; nearly all actives have a fitted effect of over 55% in size
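Growth rescue measured by 600 nm absorbance after 48 h yeast culture at 30 C with compound. Values normalized between DMSO and an equimolar ferric chloride plus clioquinol control.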
IL-2 act – activates IL-2 in a cell-based reporter assay; activation, % (series mostly up to about 46 µM); AID 652025; 360,000 compounds, 0.065% hits; IL-2 activation reporter assay, cell-based qHTS; stimulated with anti-CD3/CD4/CD28 beads; in transgenic mouse T cells; in the data active = activation above about 50%; inconclusive = mostly about 30% to 49%; also: 0% is about no effect
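Screening format: compound pinned onto unstimulated transgenic mouse T cells, 60 min incubation, then anti-CD3/anti-CD4/anti-CD28 bead stimulation for 18 hours at 37 degrees C, followed by EGFP and DsRed detection.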
WRN helicase inh – WRN helicase (human) inhibition. Potency, µM (series often up to 114 µM), for inactives: top-dose activity change, negative = inhibition, hits mostly inhibitors. 360,000 compounds, 0.46% hits. WRN helicase unwinding, fluorescent forked duplex, kinetic. Q14191. AID 651768; also: potency is read from the fitted curve at half-maximal effect; % is scaled to controls: 0 for no effect and ±100 for the full control effect; nearly all actives have a fitted effect of over 55% in size
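Enzyme (20 nM final) and test compound sit together 15 min at room temperature before substrate addition. Substrate is a single-forked duplex oligonucleotide (100 nM) labelled with fluorophore and quencher, with 2 mM ATP; helicase unwinding raises red fluorescence, read kinetically.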
aSyn rescue – rescues yeast growth from alpha-synuclein toxicity. 370,000 compounds, 0.14% hits. Potency, µM (highest dose often 46.1 µM), without a hit: top-dose growth rescue (activation), most hits filed as activators. Yeast expressing alpha-synuclein, growth rescue, BacTiter-Glo, 24 h. AID 652106; also: potency is read from the fitted curve at half-maximal effect; % of control where 0% means no effect; nearly all actives have a fitted effect of over 65% in size
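Rescue of yeast growth: cells expressing toxic alpha-synuclein, induced in galactose at OD600 0.02, incubated with compound 24 h at 30 C. ATP luminescence quantified growth; inhibitors of toxicity appear as activators.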
FUS suppressor – suppressors of FUS proteinopathy in yeast | S. cerevisiae FUS-expressing, growth rescue, OD600, 24 h | 390,000 compounds, 0.24% hits | Potency, µM (titrated, usually from 76.6 µM), without a hit: top-dose growth rescue (activation), usual class: activators | AID 1347120;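 also: potency is read from the fitted curve at half-maximal effect; plate controls were DMSO vehicle for no effect and reference control for full effect; nearly all actives have a fitted effect of over 55% in size; some results filed as inactive show a strong effect at the top dose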
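Compound concentration series was pinned onto galactose-induced FUS-expressing yeast seeded at OD 0.005. Plates sat 24hr at 30C; absorbance at 600 nm gave growth. DMSO served as background control.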
PI5P4K alpha inh – inhibitors of human PI5P4K alpha | 330,000 compounds, 1.2% hits | P48426 | max response, % | PI5P4Kalpha enzyme, ADP-Glo luminescence, 60 min; stronger effect = lower value; active = max response of -50% or lower; inconclusive = between -30% and -50%; inactive = -30% or higher; also: value at the top dose of about 77 µM; % is scaled to controls: 0 for no effect and ±100 for the full control effect
Target sequence (P48426 whole entry, looked up): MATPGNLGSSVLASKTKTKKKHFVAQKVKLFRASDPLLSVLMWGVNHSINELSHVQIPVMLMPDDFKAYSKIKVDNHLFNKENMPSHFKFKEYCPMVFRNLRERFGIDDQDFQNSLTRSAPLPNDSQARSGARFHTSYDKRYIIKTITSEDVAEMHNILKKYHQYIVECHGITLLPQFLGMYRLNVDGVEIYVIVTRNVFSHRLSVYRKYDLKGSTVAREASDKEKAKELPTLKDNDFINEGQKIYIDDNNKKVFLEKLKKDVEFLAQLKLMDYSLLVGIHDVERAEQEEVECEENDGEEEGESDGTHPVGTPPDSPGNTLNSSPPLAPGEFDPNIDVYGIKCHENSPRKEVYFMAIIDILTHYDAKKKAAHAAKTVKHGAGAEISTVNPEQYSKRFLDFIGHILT
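Quantitative HTS of the MLSMR library against PI5P4Kalpha with substrate. ATP added last at 5 microM final; room temperature, 60 minutes. Remaining ATP depleted, ADP converted and read as luminescence.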
EPAC1 antagonist – EPAC1 (human) antagonism; Potency, µM (highest dose often 115 µM), inactives show at the top dose activity change, negative = inhibition, most hits filed as inhibitors; AID 720709; 360,000 compounds, 0.14% hits; O95398; EPAC1 GEF assay, Rap1b-BODIPY-GDP exchange fluorescence;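 also: potency is read from the fitted curve at half-maximal effect; plate controls were vehicle for no effect and positive control for full effect; nearly all actives have a fitted effect of over 50% in size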
EPAC1 ag – activates human EPAC1 exchange factor; EPAC1 agonist qHTS, biochemical assay; response scale: 100% = response to 6.5 mM cAMP; Potency, µM (doses to about 154 µM), for the others: top-dose activation, most hits filed as activators; 360,000 compounds, 0.073% hits; also: potency is read from the fitted curve at half-maximal effect; nearly all actives have a fitted effect of over 60% in size
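Fluorescent GDP-exchange assay: 100 nM EPAC1 with 250 nM Rap1B preloaded with BODIPY-GDP and 50 uM GDP; compounds tested as concentration series, 5 min at room temperature, then read every 5 min for 30 min (ex 480/em 540 nm); normalized to 6.5 mM cAMP.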
PLK1 PBD inh – blocks phosphopeptide binding to human PLK1 polo-box domain; P53350; Plk1 PBD binding of FITC phosphopeptide, fluorescence polarization; Potency, µM, for the others: max response, negative = inhibition, most hits filed as inhibitors; 360,000 compounds, 2.8% hits; AID 720504; also: potency is read from the fitted curve at half-maximal effect; series mostly up to about 57 µM; % is scaled to controls: 0 for no effect and ±100 for the full control effect; nearly all actives have a fitted effect of over 65% in size
Target sequence (P53350 whole entry, looked up, the tested form may be a part): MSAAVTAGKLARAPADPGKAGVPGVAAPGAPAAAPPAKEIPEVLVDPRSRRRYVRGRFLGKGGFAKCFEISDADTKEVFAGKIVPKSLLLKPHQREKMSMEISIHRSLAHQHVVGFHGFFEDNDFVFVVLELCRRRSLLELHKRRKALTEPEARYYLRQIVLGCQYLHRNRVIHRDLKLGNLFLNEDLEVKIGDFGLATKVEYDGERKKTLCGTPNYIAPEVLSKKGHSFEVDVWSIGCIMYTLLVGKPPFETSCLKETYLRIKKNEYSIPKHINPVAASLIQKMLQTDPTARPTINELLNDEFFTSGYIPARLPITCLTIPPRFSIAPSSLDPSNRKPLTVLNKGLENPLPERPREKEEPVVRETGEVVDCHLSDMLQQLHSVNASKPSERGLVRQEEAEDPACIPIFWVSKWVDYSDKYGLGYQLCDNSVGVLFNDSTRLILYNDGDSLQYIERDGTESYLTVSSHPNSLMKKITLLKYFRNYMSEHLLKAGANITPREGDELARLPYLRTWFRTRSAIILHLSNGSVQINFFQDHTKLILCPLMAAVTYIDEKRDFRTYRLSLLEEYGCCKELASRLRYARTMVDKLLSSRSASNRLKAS
* hit, by the source's call; ? = inconclusive; nt = not tested or not shown; [ ] = remark or other dose. Unless noted, calls follow the shape of the dose curve; as a rule, active = well fitted curve in the direction sought with a large enough effect; inconclusive = small, poorly fitted or top-dose-only effect, or another doubt; inactive = no such curve, though single readings can be large; an effect the other way counts as inactive or inconclusive.

No. | canonical_smiles | Abeta yeast res | IL-2 act | WRN helicase inh | aSyn rescue | FUS suppressor | PI5P4K alpha inh | EPAC1 antagonist | EPAC1 ag | PLK1 PBD inh
1 | CCCCNC(=O)Cn1cnc([N+](=O)[O-])n1 | -4.5% | 2.0 | -0.3% | -7.1% | -17.1% | -0.4 | -9.4% | 9.5% | -7.4%
2 | Cc1cccc(-n2nc3c(c2NC(=O)c2c(F)cccc2F)CS(=O)(=O)C3)c1C | 7.8% | -1.0 | 2.6% | 3.6% | 19.1% | 5.2 | ? | 4.6% | -9.0%
3 | C/C(=N/NC(=O)c1ccoc1C)c1ccc(NC(=O)C2CCCC2)cc1 | -24.6% | -0.6 | -6.5% | 5.3% | 21.8% | 1.9 | 0.7% | 2.4% | -14.9%
4 | Cc1c(C#N)c(N=CN(C)C)c(C(=O)c2ccccc2)n1-c1ccc(Br)cc1 | -3.0% | -2.7 | -16.6% | -1.7% | 10.1% | nt | -2.6% | -5.6% | -1.5%
5 | CCCCCNC(=O)C(c1ccc(C#N)cc1)n1c(=O)c(-c2ccco2)nc2ccccc21 (stereo not drawn) | -16.8% | 0.8 | -9.3% | -2.7% | 23.5% | ? | -18.4% | 6.6% | -23.9%
6 | Cc1cccn2c(=O)c(C(=O)NC3CCCCC3C)c(O)nc12 (stereo not drawn) | -22.9% | -5.5 | 2.7% | -11.4% | 36.2% | 7.8 | 11.8% | -6.4% | -8.5%
7 | COc1ccc(NC(=O)C2CCN(S(=O)(=O)c3c(C)noc3C)CC2)cc1Cl | 14.4% | 1.7 | -1.3% | -4.3% | 17.9% | nt | 2.3% | -6.4% | -2.0%
8 | CCn1c(CCNC(=O)c2cccs2)nnc1SCC(=O)Nc1cccc(Cl)c1 | 4.2% | -2.6 | 3.4% | -6.2% | 5.1% | nt | 21.1% | -8.5% | -5.1%
9 | Cc1ccc(C2NC(=O)c3c(sc4c3CCN(C)C4)N2)s1 (stereo not drawn) | -22.4% | 2.0 | -11.7% | -0.1% | 6.4% | nt | 7.0% | 14.0% | -16.3%
10 | CCCN=Cc1ccc(O)cc1 | 0.1% | 0.8 | 11.3% | -6.2% | -11.9% | 3.5 | -0.8% | -7.1% | ?
11 | COc1ccccc1COC(=O)c1cccc(S(=O)(=O)N2CCCC2)c1 | -2.9% | 0.0 | -24.8% | -1.9% | 22.1% | 3.1 | -18.2% | -1.2% | -4.8%
12 | CSC1CCCCC1(O)CSc1nc2ccccc2o1 (stereo not drawn) | -9.9% | 0.6 | -11.6% | ? | -4.7% | nt | 11.4% | 18.2% | -5.0%
13 | CCOC(=O)C(NC(C)=O)C(=O)Nc1ccc(OC)cc1 (stereo not drawn) | -19.2% | -4.2 | -30.7%[57.1 µM] | -2.7% | 9.0% | 1.2 | -4.6% | 1.7% | -7.2%
14 | CCCN1CCN(S(=O)(=O)c2c(C)[nH]c(C)c2C(=O)N2CCCCC2)CC1 | 4.0% | -0.4 | 1.4% | 1.3% | -17.6% | 0.2 | -21.0% | -0.5% | -5.9%
15 | CC1CC(=O)Nc2ccccc2N1S(=O)(=O)c1ccc(C#N)cc1 (stereo not drawn) | -6.7% | -2.7 | 2.4% | -0.4% | 14.7% | -8.4 | 0.1% | 2.3% | 0.6%
16 | COc1ccc(C2c3cc4c(cc3OC(NNC(N)=O)C2C)OCO4)cc1 (stereo not drawn) | -6.0% | -3.4 | -0.9% | 2.4% | nt | 24.9 | -3.3% | -4.3% | -10.6%
17 | CC1CCN(CCCNC(=O)c2ccc3c(Cl)c4c(nc3c2)CCCC4)CC1 | -22.2% | -0.8 | -4.0% | 1.3% | 9.0% | 2.8 | -15.5% | 0.4% | -8.6%
18 | NC(=O)CC(NC(=O)c1ccccc1)c1ccc(NC2CCN(Cc3ccccc3)CC2)c([N+](=O)[O-])c1 (stereo not drawn) | -4.6% | 0.4 | -2.4% | 2.0% | -14.5% | -3.6 | 10.1% | 4.1% | 2.7%
19 | COc1ccc(C(=O)CSc2nnc(Cn3cnc4ccccc43)o2)cc1 | 14.6% | -2.2 | 3.7% | -0.3% | 43.4% | nt | -3.0% | 5.6% | -6.2%
20 | N#CC1(Nc2ccc(S(N)(=O)=O)cc2)CCCC1 | 0.0% | -0.8 | -13.3% | -9.5% | nt | -9.7 | 10.4% | -1.0% | -4.6%
21 | COc1cc(OC)c(C(=O)NCc2cccnc2)cc1OC | 7.1% | 0.5 | 2.7% | 1.0% | -0.5% | -5.2 | 17.8% | 0.9% | ?
22 | Cc1cc(C(=O)Nc2c(C)nn(Cc3ccc(F)cc3)c2C)on1 | 1.2% | 4.8 | -2.2% | -5.6% | -15.1% | 5.6 | -12.4% | -6.2% | -12.3%
23 | CCOc1ccccc1CN1CCN(S(C)(=O)=O)CC1 | -4.0% | -1.3 | 4.4% | 0.2% | 0.1% | nt | 7.3% | -1.2% | 2.2%
24 | Cc1ccccc1/C=C/C(=O)c1ccc([N+](=O)[O-])o1 | 0.0% | -0.6 | -22.8% | -74.1%[inhibitor] | -33.7% | -10.0 | -5.0% | -7.7% | ?
25 | O=C(Nc1ccc(Cl)c(Cl)c1)c1cccc(S(=O)(=O)NCc2cccnc2)c1 | -34.8% | -5.0 | -15.4% | -63.5%[inhibitor] | 11.2% | -2.8 | ? | 10.8% | -19.5%
26 | Cc1cc(C)c(C#N)c(SCCS(=O)(=O)Cc2ccccc2)n1 | -1.0% | -2.2 | -12.6% | -0.1% | -3.3% | nt | -1.3% | 21.0% | -11.0%
27 | CCCCCN(C(=O)NC(=O)NCCCC)S(C)(=O)=O | 14.4% | -2.1 | -0.5%[57.1 µM] | 2.5% | -27.4% | nt | 6.1% | -2.0% | -0.8%
28 | CC(NC(=O)c1ccc([N+](=O)[O-])cc1[N+](=O)[O-])c1ccc(-c2ccccc2)cc1 (stereo not drawn) | 10.0% | 0.7 | 9.5% | -4.4% | 11.5% | 2.2 | -9.7% | 3.3% | -13.2%
29 | Nc1cc(N)nc(SCc2cccnc2)n1 | -2.6% | -1.8 | -0.7% | 2.0% | 15.7% | nt | 10.0% | -4.6% | -0.4%
30 | O=C(CN1CCCC1)Nc1ccc(S(=O)(=O)N2CCCCC2)cc1 | 6.1% | -1.2 | 7.6% | -4.2% | 26.2% | -0.2 | -10.2% | -13.5% | -3.6%
31 | Cc1ccc(C)c(S(=O)(=O)N2CCCOC2CNC(=O)C(=O)NCc2ccc3c(c2)OCO3)c1 (stereo not drawn) | 9.5% | -4.4 | -33.5% | -7.8% | 27.8% | 0.4 | -20.3% | 6.2% | -7.5%
32 | CC(C)N1CCc2c(sc(NC(=O)c3cc4cc([N+](=O)[O-])ccc4s3)c2C(N)=O)C1 | 5.9% | -2.1 | 79.4µM* | 3.9% | 27.8% | ? | -22.1% | 5.7% | -2.5%
33 | OC[C@@H]1CN(Cc2cccc(C(F)(F)F)c2)C[C@H](n2cnc3c(NC4CC4)ncnc32)O1 | -11.8% | -0.1 | 7.3% | 1.3% | 12.3% | 0.9 | 3.1% | -17.9% | 3.8%
34 | CC1=C(C)C(=O)N(CCC(=O)O)C1=O | 6.7% | -0.2 | 6.9% | -9.7% | 24.6% | nt | 14.1% | -2.9% | -1.8%
35 | O=C(CN1C(=O)NC2(CCCC2)C1=O)Nc1cccc(C(F)(F)F)c1 | 1.4% | -0.5 | 1.7% | 4.8% | -12.5% | 1.1 | 10.3% | -2.7% | 1.2%
36 | COc1ccc(CN=C2NC(=O)CC(C(=O)Nc3ccccc3C)S2)cc1 (stereo not drawn) | -8.5% | -1.7 | -4.9% | 2.1% | ? | -0.4 | -1.8% | -13.2% | -19.3%
37 | Cc1[nH]c2ccccc2c1/C=N/NC(=S)NC(C)C | 10.5% | -1.1 | -21.8% | 7.2% | 1.5% | -4.7 | -12.3% | 1.5% | -8.8%
38 | Cc1ccc(-c2cnn(-c3ccccc3)c2N)cc1 | -22.2% | 0.6 | -6.0% | -20.8% | -19.6% | ? | -28.8% | -10.9% | 3.1%
39 | COCCNC(=O)C1(C)CCCN(C(=O)c2ccc(F)c(Cl)c2)C1 (stereo not drawn) | -6.5% | -0.5 | -1.9% | 0.8% | -22.2% | 0.2 | 2.8% | -3.6% | 1.4%
40 | O=C(CCc1ccccc1)NNC(=O)COc1ccc(Cl)cc1 | 1.3% | 0.1 | -11.8% | 0.0% | nt | -4.8 | -9.2% | -8.6% | 4.1%
41 | COc1cc(C(=O)N/N=C/c2ccc(OC(=O)c3ccccc3Cl)cc2)ccc1O | -2.7% | -1.2 | -33.6% | -0.4% | nt | -2.9 | -27.4% | 14.1% | -6.3%
42 | CCOC1=C2[C@H](c3ccccc3F)N(S(=O)(=O)c3ccc(C)cc3)C[C@H]2n2c(=O)n(-c3ccccc3)c(=O)n2C1 | -1.1% | 0.0 | -4.8% | 3.2% | 0.5% | -4.9 | -23.2% | -11.2% | -1.2%
